Compound activity as filed in PubChem.
V1aR counter: activates human V1a receptor in oxytocin agonist counter-screen; P37288; CHO-V1R cells, Fluo-8 calcium fluorescence, agonist mode; 0% DMSO, 100% 3 nM vasopressin; activation, % at 3 µM; hit rate 0.25% among 320,000; AID 2797;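 active = activation above the mean activation of all tested compounds plus 3 SD, per screening run, cut at about 20% in these data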;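 note: signal is peak over basal fluorescence ratio across a 100 second FLIPR read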
Target sequence (P37288 whole entry, looked up): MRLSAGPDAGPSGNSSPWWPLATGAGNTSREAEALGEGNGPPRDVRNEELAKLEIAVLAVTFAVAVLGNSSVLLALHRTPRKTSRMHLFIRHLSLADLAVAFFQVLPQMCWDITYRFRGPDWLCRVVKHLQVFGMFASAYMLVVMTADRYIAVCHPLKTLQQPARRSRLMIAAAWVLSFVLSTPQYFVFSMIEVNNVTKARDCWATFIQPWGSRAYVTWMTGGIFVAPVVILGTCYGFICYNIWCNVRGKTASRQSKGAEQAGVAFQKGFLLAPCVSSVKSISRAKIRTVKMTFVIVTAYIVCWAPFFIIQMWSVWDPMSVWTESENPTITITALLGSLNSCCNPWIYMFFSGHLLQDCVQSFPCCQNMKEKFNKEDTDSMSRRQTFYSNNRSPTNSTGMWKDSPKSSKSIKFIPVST
CHO-K1 Ca antag: nonselective inhibitor or artifact in parental CHO-K1 cells | hit rate 0.6% among 360,000 | ATP-induced calcium, Fluo-8 fluorescence | inhibition, % at 3 µM;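 active = inhibition above a per-plate cutoff, the plate's mean sample inhibition plus 3 SD, cut at about 24% in these data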;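 note: 0% = DMSO plus EC80 ATP and 100% = DMSO alone without ATP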
M1 PAM parental: nonselective activator or artifact in parental CHO-K1 calcium assay. ATP EC20, Fluo-8 calcium fluorescence; 0% at ATP EC20, 100% at ATP max. hit rate 0.02% among 360,000. activation, % at 3 µM. AID 602247;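 active = activation above the run cutoff, the mean activation of all test compounds plus 3 SD, cut at about 40% in these data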;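 note: peak over basal fluorescence ratio in a 140 s read after ATP addition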
TAAR1 antagonist: antagonists of human TAAR1; Q96RJ0; CHO RD-HGA16 TAAR1, Fluo-8 calcium fluorescence, antagonist; inhibition, % at 3 µM; hit rate 1.5% among 360,000; AID 624466;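 active = inhibition above a per-plate cutoff, the mean inhibition of test compounds on that plate plus 3 SD, cut at about 49% in these data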;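 note: 0% = DMSO plus EC80 beta-PEA response and 100% = DMSO alone without agonist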
Target sequence (Q96RJ0 whole entry, looked up): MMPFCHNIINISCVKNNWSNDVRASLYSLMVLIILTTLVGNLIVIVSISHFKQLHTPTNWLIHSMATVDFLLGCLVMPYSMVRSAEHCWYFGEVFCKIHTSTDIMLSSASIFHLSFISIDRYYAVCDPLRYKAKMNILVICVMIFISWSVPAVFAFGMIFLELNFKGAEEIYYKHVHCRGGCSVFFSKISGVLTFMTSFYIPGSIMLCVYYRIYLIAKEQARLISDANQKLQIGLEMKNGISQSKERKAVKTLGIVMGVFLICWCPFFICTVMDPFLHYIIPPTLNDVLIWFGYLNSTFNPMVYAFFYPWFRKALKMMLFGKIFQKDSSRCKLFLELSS
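test system = CHO RD-HGA16 cells bearing hTAAR1 | replication = singlicate | controls = DMSO-only wells and EC80 β-PEA-stimulated wells | reagent = EC80 β-phenethylamine stimulus | read-out basis = percent inhibition of PEA-evoked calcium signal, max/basal emission ratio | schedule = seeding 17-24 h prior, 75-min 37 °C, 30-min RT dye loading | signal = kinetic Fluo-8 calcium fluorescence measurement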
CHO-K1 Ca ag: M1 agonist counterscreen hit in parental CHO-K1 cells. Fluo-8 calcium fluorescence; scaled to maximal ATP response, vehicle zero. activation, % at 3 µM. hit rate 0.48% among 360,000; in the data active = activation above about 15%;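 note: untransfected CHO-K1 host cells lacking M1 receptor as counterscreen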
OXTR potentiator: human OXTR potentiation. P30559. CHO-OTR cells, Fluo-8 calcium fluorescence, potentiator mode; 0% = oxytocin EC15, 100% = EC100. activation, % at 3 µM. hit rate 0.061% among 320,000;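 active = activation above that plate's cutoff, the mean activation of tested compounds plus 3 SD, cut at about 6.6% in these data, passing the limit was not always enough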;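 note: 100% uses oxytocin at 75 nM as the full agonist control; some results filed as inactive read as strong as hits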
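Replication – single well per compound, singlicate · Assay system – CHO cell line stably expressing human OTR · Timing – 6 min pre-incubation, 100 s read · Measure – normalized max/min fluorescence ratio, % activation · Doses – 3.0 µM, one dose · Detection – Fluo-8 calcium dye fluorescence · Probe or stimulus – oxytocin near EC15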
OXTR agonist: human OXTR agonism; hit rate 0.32% among 320,000; AID 2435; CHO-OTR cells, Fluo-8 calcium fluorescence; normalized: DMSO 0%, oxytocin 100%; activation, % at 3 µM; P30559;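 active = activation above the mean of all tested compounds plus 3 SD, cutoff set per screening run, cut at about 20% in these data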;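 note: peak over basal fluorescence ratio from a 100 s FLIPR kinetic read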
CHO parental Ca: counter-screen: ATP calcium response change in parental CHO cells. inhibition, % at 5.6 µM. hit rate 0.63% among 330,000. parental CHO-K1, ATP-induced calcium, Fluo-8 fluorescence. AID 463079;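 active = inhibition above that plate's mean sample inhibition plus 3 SD, cut at about 26% in these data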;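 note: 0% = ATP-challenged DMSO wells and 100% = DMSO wells without ATP; some compounds past the cut are filed as inactive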
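material = parental CHO cells | also added = ATP as calcium-mobilizing challenge | dosing = single point at 5.6 µM | detection = intracellular calcium via Fluo-8 no-wash fluorescent dye | read-out = % inhibition | benchmarks = low control ATP plus DMSO, high control DMSO only | repeats = one well per compound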
GPR7 antag: human neuropeptides B/W receptor 1 antagonism. GPR7-expressing cells, fluorescence antagonist assay. inhibition, % at 4.4 µM. hit rate 1.1% among 290,000. AID 1861; in the data active = inhibition above about 16%, passing the limit was not always enough;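 note: cells stimulated with the agonist NPW; 0% = agonist with vehicle and 100% = vehicle without agonist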
Target sequence (P48145 whole entry, looked up): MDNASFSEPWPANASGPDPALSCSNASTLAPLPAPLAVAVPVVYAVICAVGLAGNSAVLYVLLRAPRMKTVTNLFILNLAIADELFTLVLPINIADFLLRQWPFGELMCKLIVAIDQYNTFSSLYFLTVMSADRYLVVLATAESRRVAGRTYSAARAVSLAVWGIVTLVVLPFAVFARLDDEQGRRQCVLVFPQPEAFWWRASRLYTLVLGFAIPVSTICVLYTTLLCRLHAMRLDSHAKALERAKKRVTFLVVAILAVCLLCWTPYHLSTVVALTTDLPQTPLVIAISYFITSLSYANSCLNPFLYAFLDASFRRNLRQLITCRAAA
An asterisk follows results filed as active; · = not tested or not shown.

SMILES	V1aR counter	CHO-K1 Ca antag	M1 PAM parental	TAAR1 antagonist	CHO-K1 Ca ag	OXTR potentiator	OXTR agonist	CHO parental Ca	GPR7 antag
Cc1ccc(N(Cc2cc3ccccc3[nH]c2=O)C(=O)c2ccco2)c(C)c1	-1.1	-13.0	27.0	6.2	1.3	-29.2	-2.2	-41.8	-8.1
CCOC(=O)C1=C(C)Nc2nc(C)nn2C1c1ccc(C)cc1 (stereo not drawn)	0.3	7.0	20.3	-16.0	0.2	2.7	-1.1	-9.3	-2.5
CC(C)Oc1ccc(CNC(=S)N/N=C/c2ccc([N+](=O)[O-])cc2)cc1	-1.0	-13.7	13.5	-19.2	0.1	-4.4	-0.9	-10.4	-6.8
O=C(CCCN1C(=O)C2CC=CCC2C1=O)Nc1cccc(F)c1 (stereo not drawn)	-0.3	10.7	4.8	-3.0	8.6	-3.0	0.5	-2.9	-18.5
CCCNC(=O)c1cc2c(c(-c3cccc(-c4ccc(F)cc4)c3)n1)[C@@H](CCO)N(S(=O)C(C)(C)C)C2 (stereo partly drawn)	·	11.4	17.1	49.4*	6.7	·	·	·	·
CC(=O)N1c2ccc(S(=O)(=O)N3CCC(C(=O)N4CCN(c5cccc(C(F)(F)F)c5)CC4)CC3)cc2CC1C (stereo not drawn)	7.0	13.1	-12.8	18.4	6.7	-13.4	9.9	24.8	-7.2
Cc1cc(NC(=O)C2CCC2)n(-c2ccccn2)n1	-0.7	-1.5	10.3	-5.6	0.1	-1.5	-1.2	8.7	-6.3
CCOc1ccc(C2CC(=O)NC(SCC(=O)OC)=C2C#N)cc1 (stereo not drawn)	1.4	1.6	5.8	-2.0	-0.1	-4.0	0.6	-0.9	-5.2
Cc1c(C(=O)O)oc2c1/C(=N\O)CCC2	0.8	-4.2	10.8	-4.9	0.2	0.2	0.4	-4.8	3.8
CCc1ccccc1-n1c(SCC(=O)N2CCCC2)nc2[nH]ncc2c1=O	0.4	-13.4	14.3	3.1	0.4	1.2	0.5	-5.0	-9.0
COc1ccccc1NS(=O)(=O)c1cccc(NC(=O)Nc2ccc(Cl)cc2)c1	9.8	38.1*	-9.3	76.2*	13.8	-19.0	8.5	81.9*	-4.8
Nc1ccc2oc(-c3ccc4nc[nH]c4c3)nc2c1	0.4	20.8	-6.8	13.1	-0.3	-3.6	0.9	-1.9	-15.1
Cc1ccc(NC(=O)CN(C)C(=O)CCOc2ccccc2C)cc1	0.6	-12.7	19.3	-10.4	2.4	3.0	0.5	-15.4	9.3
CCN(CC)C(=O)CN(c1cccc([N+](=O)[O-])c1)S(=O)(=O)c1ccccc1	-1.1	-10.2	13.7	-3.5	0.3	-6.8	-0.5	-12.2	-0.8
CC(=O)c1ccc(S(=O)(=O)N2CCN(CC(=O)Nc3ccccc3C(=O)NC3CC3)CC2)cc1	2.5	12.6	-17.2	41.1	3.4	-5.2	-1.2	-16.9	·
CSC1=NCCN1S(=O)(=O)c1ccc(Cl)cc1	0.2	2.4	16.6	-10.6	0.2	-6.6	-1.6	-4.0	-10.7
CSc1ccc(CN2CCC2(C)C(=O)Nc2cnc3ccccc3c2)cc1 (stereo not drawn)	·	3.9	1.8	13.8	1.5	·	·	·	·
COc1ccc2cc(C(=O)C3CCCN(C(=O)c4cnccn4)C3)ccc2c1 (stereo not drawn)	2.5	-8.1	16.1	-14.9	4.3	-1.4	0.6	-12.3	5.7
Cc1ccc(S(=O)(=O)N2CCC(C(=O)NCCCN3CCCCCC3)CC2)cc1	0.1	-3.0	6.6	-8.5	-0.1	-8.4	0.5	-17.7	-12.7
COC(=O)c1cc(-c2ccccc2)n[nH]1	0.1	-0.1	4.5	-17.7	-0.1	-8.1	-0.9	0.2	-3.5
COc1cccc(NC(=S)N2C3CCCC2CC(NC(=O)C2CC2)C3)c1 (stereo not drawn)	0.2	-3.7	14.1	1.6	-0.3	-7.1	0.1	-8.3	13.9
Cc1cccc(N(C)S(=O)(=O)c2ccc(-c3cc(C)no3)s2)c1	-0.4	-3.3	11.4	10.9	2.2	-7.7	-1.0	2.5	15.6
COc1cc(/C=N/NC(=O)c2cccc3ccccc23)cc(OC)c1OC	0.6	-14.2	11.8	3.2	3.1	-0.5	0.6	-14.5	3.9
CCOC(=O)C1CC2=C(CCCC2=O)N(Cc2ccccc2)C1=O (stereo not drawn)	·	-13.0	20.6	4.3	0.5	·	·	·	·
CCSC1=N/C(=C\c2ccc(C(=O)O)cc2)C(=O)S1	1.1	-8.6	17.2	0.1	0.6	-3.7	-0.5	9.1	-7.9
CCN(CC)C(=O)C(=O)c1ccn(-c2c(C)csc2C(=O)OC)c1	0.1	-5.0	16.4	1.7	0.8	0.2	-0.1	-9.3	-0.1
Cc1ccc(OCC(=O)NCC(=O)n2nc(C)cc2C)cc1	2.4	-11.4	2.9	4.1	-0.1	-8.8	-1.2	1.9	-3.7
O=C(Nc1c(Cl)cccc1Cl)C1CCC1	0.5	-13.9	18.7	5.6	0.7	-1.5	0.6	-2.5	-3.3
Cc1ccc2[nH]c3c(c2c1)CN(C(=O)CN1CCN(C(=O)c2ccco2)CC1)CC3	1.4	·	·	-18.9	·	-7.0	1.3	-3.2	-9.2
COc1ccc(NC(=O)N2CC(C)OC(C)C2)cc1OC (stereo not drawn)	1.1	-5.5	14.9	-6.9	0.5	-11.4	-0.1	-3.8	-9.7
Cc1nc(SCC(=O)N(CC(C)C)C2CCS(=O)(=O)C2)c2ccccc2n1 (stereo not drawn)	0.4	-19.1	19.2	10.4	0.6	-6.4	0.4	-23.0	·
CC(=O)NCC(=O)NC1CCCc2c1cnn2-c1ccccc1F (stereo not drawn)	1.4	-9.4	12.2	4.0	0.2	9.3	1.8	10.8	-17.5
CC(=Nc1ccccc1)C1=C(O)CCCC1=O	0.6	-6.4	16.0	4.4	0.6	-2.5	-0.1	8.2	-6.9
CCOC(=O)/C(=N\Nc1cc(Cl)ccc1Cl)N1CCOCC1	-0.6	-0.4	-10.1	-3.8	-0.6	0.2	-0.5	-10.3	-20.1
COc1ccc(/C=N/n2c(SC)nnc2-c2ccccc2)c(OC)c1OC	·	-1.3	-6.0	-3.5	0.1	·	·	·	4.1
CCc1cccc(CC)c1N(COC)C(=O)Cn1c(CO)nc2ccccc21	0.0	-11.0	24.7	-7.1	0.5	-0.1	0.8	-8.8	-10.8
O=C(CSc1nc2c(cnn2-c2ccc(F)cc2)c(=O)[nH]1)N1N=C(c2cccs2)CC1c1ccc(F)cc1 (stereo not drawn)	·	-9.3	15.2	-15.6	0.1	·	·	·	-7.3
COc1ccc(Cc2nc3ccc(C(=O)NCC4COCCO4)cc3o2)cc1 (stereo not drawn)	0.3	16.9	3.4	-31.0	0.2	0.4	-0.1	-17.7	-1.1
N#C/C(=C\c1ccc(O)c(O)c1)C(=O)Nc1ccccc1	4.9	1.1	3.2	-1.8	2.6	-8.0	3.7	1.6	·
S=C(NC1CCCCC1)N1CCN(c2ccccn2)CC1	0.5	-14.0	24.8	6.8	1.7	-4.5	-0.3	-9.7	7.0

Five entries already listed, ordered by the value under GPR7 antag, descending.
canonical_smiles	GPR7 antag
S=C(NC1CCCCC1)N1CCN(c2ccccn2)CC1	7.0
COc1ccc(/C=N/n2c(SC)nnc2-c2ccccc2)c(OC)c1OC	4.1
COc1ccc(Cc2nc3ccc(C(=O)NCC4COCCO4)cc3o2)cc1 (stereo not drawn)	-1.1
CCc1cccc(CC)c1N(COC)C(=O)Cn1c(CO)nc2ccccc21	-10.8
CCOC(=O)/C(=N\Nc1cc(Cl)ccc1Cl)N1CCOCC1	-20.1

(further entries)
SMILES	V1aR counter	CHO-K1 Ca antag	M1 PAM parental	TAAR1 antagonist	CHO-K1 Ca ag	OXTR potentiator	OXTR agonist	CHO parental Ca	GPR7 antag
COC(=O)C(NC(=O)c1ccccc1)=C1CCCCC1	-0.4	-10.9	19.7	17.6	0.1	-11.2	-1.5	-16.9	-1.9
Cc1ccc(S(=O)(=O)N(CC(=O)N/N=C/c2ccc(F)cc2)c2cccc3cccnc23)cc1	0.1	10.6	-4.7	-22.1	0.1	-10.4	-1.0	-13.9	5.9
CC(C)CNC(=O)CSc1nnc2ccccn12	0.1	-8.6	8.7	-8.9	-0.1	2.1	0.6	3.6	1.1
COc1ccc(C(=O)NCC(C)NC(=O)c2ccc(OC)cc2)cc1 (stereo not drawn)	0.7	1.5	-22.1	-16.8	-0.2	-5.2	-0.9	-20.4	·
O=C(Nc1nnc(C2=COCCO2)o1)c1ccc(S(=O)(=O)N2CCCC2)cc1	1.0	-1.6	6.0	-5.0	0.2	-13.7	1.4	2.5	7.8
COc1cc(OC)c(S(=O)(=O)NCc2cccnc2)cc1NC(C)=O	0.5	-0.1	10.5	8.5	0.8	-5.4	0.2	-1.3	0.5
CC(C)=CCc1c(O)cc(O)c2c(=O)c(O[C@@H]3O[C@@H](C)[C@H](O)[C@@H](O)[C@H]3O)c(-c3ccc(O)cc3)oc12	0.5	19.1	-7.8	·	3.3	-3.0	0.1	16.9	·
CC(C)(C)OC(=O)NCCCC[C@H](NC(=O)[C@H](Cc1c[nH]c2ccccc12)NC(=O)OCc1ccccc1)C(=O)O	0.8	-14.5	-8.7	3.8	0.7	-7.7	2.4	-7.9	-2.0
CCC(C)Nc1nc(-c2c[nH]c3ccccc23)cs1 (stereo not drawn)	0.3	0.7	14.8	-13.2	0.4	-7.6	0.4	-11.9	-14.3
CC(=O)Nc1ccc2[nH]c(C)cc(=O)c2c1	-0.5	11.8	-5.5	1.2	-0.1	-2.9	0.3	1.7	-6.4

Part of the list above with just CHO-K1 Ca antag, M1 PAM parental and CHO-K1 Ca ag.
| Structure | CHO-K1 Ca antag | M1 PAM parental | CHO-K1 Ca ag |
| --- | --- | --- | --- |
| COc1cccc(NC(=S)N2C3CCCC2CC(NC(=O)C2CC2)C3)c1 (stereo not drawn) | -3.7 | 14.1 | -0.3 |
| COc1ccc2cc(C(=O)C3CCCN(C(=O)c4cnccn4)C3)ccc2c1 (stereo not drawn) | -8.1 | 16.1 | 4.3 |

Following part
SMILES	V1aR counter	CHO-K1 Ca antag	M1 PAM parental	TAAR1 antagonist	CHO-K1 Ca ag	OXTR potentiator	OXTR agonist	CHO parental Ca	GPR7 antag
CCOC(=O)/C=C1\NC(C)(C)Cc2cc(OC)c(O)cc21	0.5	-3.7	10.3	-19.5	-0.4	6.2	-1.5	-10.5	-13.2
c1csc(-c2csc3nc(CN4CCOCC4)nc(NCc4ccc5c(c4)OCO5)c23)c1	-1.0	-10.8	20.7	28.1	3.4	-7.4	-1.7	-16.8	19.1*
O=C(NNC(=O)c1ccc2nonc2c1)Nc1ccc(Cl)cc1	1.4	0.2	8.5	-21.3	4.0	-7.5	-0.9	-2.4	-4.6
CCc1c(C)sc2nc3c(C(=O)N4CCOCC4)cc(C(=O)c4ccccc4O)cn3c(=O)c12	2.1	-6.2	11.8	0.9	3.3	-10.1	0.1	-20.9	-11.6
